# Screening data: PubChem BioAssay, The Scripps Research Institute Molecular Screening Center
# MITF inh: human MITF inhibition, primary screen | O75030 | AlphaScreen MITF homodimerization, bead proximity signal | inhibition, % at 2.6 µM | actives 0.91% (n = 650,000); in the data active means inhibition above about 50%;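 further: 0% = vehicle wells with protein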
# Target sequence (O75030 whole entry, looked up): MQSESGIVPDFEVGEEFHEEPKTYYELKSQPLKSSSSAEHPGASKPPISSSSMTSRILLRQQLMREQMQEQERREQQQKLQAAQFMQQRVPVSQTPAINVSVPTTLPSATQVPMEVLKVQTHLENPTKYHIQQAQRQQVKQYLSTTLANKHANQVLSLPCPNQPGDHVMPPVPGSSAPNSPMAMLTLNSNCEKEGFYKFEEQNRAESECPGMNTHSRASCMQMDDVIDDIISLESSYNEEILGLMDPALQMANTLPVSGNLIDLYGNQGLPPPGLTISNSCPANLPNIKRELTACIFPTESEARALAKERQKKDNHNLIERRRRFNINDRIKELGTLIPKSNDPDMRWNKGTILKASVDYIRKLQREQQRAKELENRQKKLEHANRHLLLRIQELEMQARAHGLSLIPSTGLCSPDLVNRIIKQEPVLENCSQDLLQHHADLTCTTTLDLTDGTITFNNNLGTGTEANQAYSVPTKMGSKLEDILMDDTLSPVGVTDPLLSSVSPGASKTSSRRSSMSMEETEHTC
# FBW7 act: human FBW7 E3 ligase activation, primary screen | AlphaScreen FBW7–phospho-cyclin E peptide binding, activator screen | normalized activity (activation), % at 26.1 µM | actives 0.13% (n = 650,000) | Q969H0; in the data active means normalized activity above about 1.9%;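 further: purified mutant Fbw7 with reduced substrate affinity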
# GPR151 activ: activates the human receptor GPR151; PathHunter beta-arrestin GPR151 cells, luminescence; AID 1508602; Q8TDV0; actives 1% (n = 650,000); activation, % at 11.2 µM; in the data active means activation above about 4.9%;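 further: 0% = median of compound wells and 100% = cells with positive control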
# Target sequence (Q8TDV0 whole entry, looked up): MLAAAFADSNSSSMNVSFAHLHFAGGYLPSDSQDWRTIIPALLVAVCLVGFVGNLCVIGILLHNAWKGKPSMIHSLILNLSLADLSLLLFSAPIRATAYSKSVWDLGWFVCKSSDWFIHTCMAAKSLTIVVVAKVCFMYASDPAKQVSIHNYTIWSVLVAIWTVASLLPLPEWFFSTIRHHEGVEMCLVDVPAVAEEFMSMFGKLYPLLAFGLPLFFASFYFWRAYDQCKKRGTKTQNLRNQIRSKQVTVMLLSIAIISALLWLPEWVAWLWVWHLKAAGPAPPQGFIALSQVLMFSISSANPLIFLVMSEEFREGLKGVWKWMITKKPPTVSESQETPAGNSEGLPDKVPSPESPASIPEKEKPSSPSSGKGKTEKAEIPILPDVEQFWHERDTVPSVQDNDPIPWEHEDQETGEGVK
# TEAD-YAP inh: TEAD-YAP interaction inhibition. actives 1.4% (n = 640,000). HEK-TIYL cells, TEAD-Gal4/YAP UAS-luciferase luminescence. inhibition, % at 9.12 µM; in the data active means inhibition above about 32%;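 further: 0% = median of test compound wells and 100% = reference inhibitor wells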
# Starred values were filed as active, the others as inactive; / = no result given.
SMILES,MITF inh,FBW7 act,GPR151 activ,TEAD-YAP inh
CCCNC(=O)c1csc(-c2ccc(C(N)=O)cc2)n1,8.8,0.0,0.2,-19.9
COc1cccc(CN2CCC(Nc3ccc(-c4cn[nH]c4C)cc3)C2)c1 (stereo not given),18.0,-0.3,-1.0,5.2
CC(C)COC(=O)c1cc(-c2cc(C(=O)OCC(C)C)c3ccccc3n2)nc2ccccc12,-12.8,-0.1,-0.2,18.7
COc1ccc(OC)c(/C=C2\C(=O)NC(=O)N(Cc3ccccc3)C2=O)c1,11.6,0.2,0.7,13.2
Cc1ccc(OCC(=O)Nc2ncc(Cc3cccc(C)c3)s2)cc1,5.2,-0.1,1.3,0.8
COc1nc(NCCc2ccc(O)cc2)nc(-c2c(C)noc2C)n1,4.6,0.3,2.5,-12.5
CCC(=O)N1CCc2ccc(NS(=O)(=O)c3ccc4ccccc4c3)cc2C1,0.8,0.0,-0.8,6.2
CC(C)(C)OC(=O)NC(Cc1c[nH]c2ccccc12)C(=O)N1CCOCC1 (stereo not given),-5.2,-0.2,-0.4,-4.4
COc1ccc2ccccc2c1CN1CCN(C(=O)c2ccncc2)CC1,64.6*,0.0,-0.8,-11.0
O=C1N[C@H](Cc2ccc(O)cc2)C(=O)N2CCN(Cc3ccsc3)C[C@H]12,3.7,0.0,0.8,-0.4
O=[N+]([O-])c1cc(N=Cc2cccc(O)c2O)ccc1N=Cc1cccc(O)c1O,15.4,-0.8,0.4,-6.5
COC(=O)c1sc(=S)n(-c2cc(C)cc(C)c2)c1N,5.2,-0.1,1.4,2.2
CCCCCCC(C)n1c(-c2nonc2N)nc2ccccc21 (stereo not given),29.8,0.5,0.6,-4.6
O=C(c1cccc(S(=O)(=O)N2CCCCCC2)c1)N1CCc2ccccc21,11.4,0.1,-1.5,8.0
CCOC(=O)C1=C(c2ccccc2)OC(N)=C(C#N)C1c1ccsc1 (stereo not given),-11.7,-0.2,0.2,8.0
O=C(O)C1Cc2[nH]cnc2C(c2ccccc2)N1 (stereo not given),1.6,-0.3,-1.0,5.2
Cc1cccc(N2CCN(S(=O)(=O)c3ccc4c(c3)C(C)(C)C(=O)N4C)CC2)c1C,32.2,-0.3,-0.2,4.8
COc1ccc2oc(=O)c(-c3nc4ccc(Cl)cc4[nH]3)cc2c1,4.8,0.0,-2.4,0.9
CCOc1cc(/C=C2/C(=O)NC(=O)N(c3ccc(OC)cc3)C2=O)cc(Cl)c1O,29.2,-0.1,2.0,-4.1
COc1ccccc1OCC(=O)NN,-1.0,-0.2,1.4,-1.1
COc1ccc(CCNC(=O)CCNC(=O)Cn2ccc3ccccc3c2=O)cc1OC,6.2,-0.1,-0.5,7.0
CSc1cccc(NC(=O)C2C3C=CC4(O3)C2C(=O)N(Cc2cccs2)C4C(=O)NC2CCCCC2)c1 (stereo not given),-6.0,-0.1,0.5,4.4
CC(=O)OCC(=O)[C@@]1(O)CC[C@H]2[C@@H]3CCC4=CC(=O)CCC4(C)[C@H]3C(=O)CC21C (stereo not given in full),14.2,0.1,-1.6,/
COc1ccc(C(=O)COC(=O)c2ccccc2Br)cc1,-3.7,-0.1,-0.7,-4.0
CCOc1cc(C)ccc1OCc1nnc(SCC(=O)NC2CCCCC2)n1C,-10.1,-0.1,2.4,2.4

# The list continues:
SMILES,MITF inh,FBW7 act,GPR151 activ,TEAD-YAP inh
Cc1cc(F)c(F)c(C(=O)N2CCCCCC2)c1Cl,-5.3,-0.1,3.9,0.4
CCOc1ccccc1NC(=O)C1CCN(C(=O)Nc2ccc(C)cc2)CC1,13.0,0.0,0.2,6.3
CCc1[nH]nc2c1C(c1ccccc1[N+](=O)[O-])C(C#N)=C(N)O2 (stereo not given),9.3,-0.4,-0.4,-2.6
Cc1cc(C)nc(NC(=O)c2ccccc2O)n1,-0.6,0.0,-1.1,5.5
CCOc1ccc(C2C3=C(CCCC3=O)NC3=C2C(=O)CCC3)cc1,-1.1,-0.1,-1.8,6.7
O=C(c1ccc2c(=O)n(Cc3ccco3)c(=S)[nH]c2c1)N1CCOCC1,12.8,1.6,0.8,-5.3
CCOC(=O)C1CCCN(c2c(N3CCN(c4ccccc4F)CC3)c(=O)c2=O)C1 (stereo not given),-4.1,0.1,1.6,-11.8
N#Cc1c(N)nc(SCC(=O)Nc2ccccc2)c(C#N)c1-c1ccccc1,0.5,0.3,0.3,-1.3
CCN(CC)C(=O)N1CCN(c2ccccc2)CC1,7.1,-0.1,-0.1,-5.1
CCOc1ccc(NC(=O)C2CCN(C(=O)Nc3ccc(Cl)cc3)CC2)cc1,0.2,-0.1,0.2,-5.3
CCOC(=O)/C=C(\C)N1N=C2c3cc(OC)ccc3CCC2C1c1ccc(F)cc1 (stereo not given),-7.2,-0.2,-0.8,-30.2
COc1ccccc1CN1CCNC(=O)C1CC(=O)N(C)Cc1nc(C)cs1 (stereo not given),19.0,-0.1,0.4,11.0
CSc1nc(-c2ccccc2)cn1-c1cccc(Cl)c1,20.1,-0.1,0.3,-2.1
O=C(COc1ccc2ccccc2c1)Nc1cc(C(=O)O)cc(C(=O)O)c1,18.6,0.3,-1.9,10.7
Cc1[nH]c2ccccc2c1SCCNC(=O)c1ccc(F)cc1,-0.4,0.3,-1.5,-3.9
O=C(CSc1nnnn1-c1cccc(F)c1)OC1CCCCC1,0.4,-0.2,-0.4,1.5
COc1ccc(Cl)cc1S(=O)(=O)NCC(O)c1ccc(C)o1 (stereo not given),-1.9,-0.3,4.1,2.9
Fc1ccc(CNc2nc3ccccc3n3nnnc23)cc1,-9.0,0.2,1.3,-7.2
COc1cccc(NC(=S)N/N=C/c2ccncc2)c1,13.1,0.2,0.5,-3.2
Cc1cccc(NC(=O)c2c(NC(=O)c3ccccc3F)sc3c2CCCC3)c1,0.6,0.1,0.6,-1.9
CCC(Cc1ccccc1)NC(=O)C1CCN(S(=O)(=O)c2c(C)noc2C)CC1 (stereo not given),-4.5,-0.1,1.0,-2.4
CCOC(=O)CN(C(=O)c1ccccc1)c1ccccc1C,24.6,0.3,-0.4,2.8
CC1=NN(c2ccc(I)cc2)C(=O)/C1=C/c1ccc(N(C)C)c([N+](=O)[O-])c1,-0.8,0.0,-0.7,9.0
COC(=O)c1cccc(C(=O)Nc2ccc(I)cc2C)n1,2.6,0.2,-1.1,15.2
O=C(NCC(c1ccco1)N1CCc2ccccc2C1)c1cccs1 (stereo not given),-3.2,-0.1,0.8,-2.4

# Some of the entries above in a different format.
SMILES	MITF inh	FBW7 act	GPR151 activ	TEAD-YAP inh
COc1ccc(Cl)cc1S(=O)(=O)NCC(O)c1ccc(C)o1 (stereo not given)	-1.9	-0.3	4.1	2.9
CCc1[nH]nc2c1C(c1ccccc1[N+](=O)[O-])C(C#N)=C(N)O2 (stereo not given)	9.3	-0.4	-0.4	-2.6
COc1ccccc1CN1CCNC(=O)C1CC(=O)N(C)Cc1nc(C)cs1 (stereo not given)	19.0	-0.1	0.4	11.0
Cc1cccc(NC(=O)c2c(NC(=O)c3ccccc3F)sc3c2CCCC3)c1	0.6	0.1	0.6	-1.9

# More records follow:
SMILES,MITF inh,FBW7 act,GPR151 activ,TEAD-YAP inh
CCOc1ccc(NC(=O)Nc2cccs2)cc1,19.9,-0.1,0.5,-53.6
CN(C)CCSc1cc(-c2cn[nH]c2)ccc1NC(=O)[C@@H]1Cc2cc(F)ccc2CN1,14.7,-0.2,1.0,4.5
CCOC(=O)c1c(NC(=O)COc2ccc(Cl)cc2)sc2c1CCC2,-8.4,0.0,-0.1,-8.1
Cc1ccc(C(=O)Oc2cccnc2)cc1C,3.0,0.0,-0.9,-12.2
Cc1ccc(NC(=O)c2sc(=S)n3c2[nH]c(=O)c2ccccc23)c(C)c1,14.6,-0.1,-0.8,0.8
CNC(=O)c1ccc(-c2ccccc2)nc1NCCOC,17.9,0.1,-0.1,-22.0
CCOc1ccc(-c2nnc(N(CCOC)C(C)=O)s2)cc1,0.2,0.0,-1.1,-45.9
Cc1cc(C)cc(-n2nc3c(c2NC(=O)c2ccc(S(=O)(=O)N4CCCC4)cc2)CSC3)c1,6.4,0.2,0.6,1.6
COC(=O)c1cccc(Nc2cc(C)nc3ccc(Cl)cc23)c1,6.8,0.1,1.0,10.1
Nc1nc(Nc2nccc3ccccc23)nc2c1ncn2-c1ccsc1,4.8,0.1,-3.5,53.2*
O=C(NCc1cccs1)c1ccc(CN2CCCCC2CO)[nH]c1=O (stereo not given),0.7,0.2,0.3,-7.0
O=C1NC2(CCCC2)C(=O)N1Cc1nnc(-c2ccccc2Br)o1,9.5,0.1,0.4,0.0
Cc1cc(C)cc(NC(=O)COC(=O)c2nn(C)c(=O)c3ccccc23)c1,-7.9,0.0,0.4,-5.0
O=C(Nc1cccc(-c2cn3ccsc3n2)c1)c1ccc(Br)o1,10.8,-0.1,0.4,-8.3
COc1ccccc1NC(=O)CSc1nc(-c2ccccc2)cc(C(F)(F)F)c1C#N,7.1,-0.1,-1.2,-1.4
COc1ccccc1CN1CCNC(=O)C1CC(=O)NC(C)(C)CO (stereo not given),-8.6,-0.1,-0.1,2.8
COc1cccc(OCCOCCNC(C)(C)C)c1,30.6,-0.1,-0.3,8.1
CCOc1ccc(C2/C(=C(/O)c3ccc([N+](=O)[O-])cc3)C(=O)C(=O)N2CCCCCC(=O)O)cc1 (stereo not given),2.3,-0.1,-0.1,-5.0
Cc1ccc(C(=O)N/C(=C\c2cccs2)C(=O)NCCc2cccc(Cl)c2)cc1C,-1.5,-0.1,0.3,0.2
O=S(=O)(c1ccc(Oc2ccc(Br)cc2)cc1)N1CCOCC1,11.8,0.0,3.4,11.1
N#CCCN(CCC#N)Cn1nnc2ccccc21,-1.2,-0.1,1.0,0.3
Cc1ccc(NCc2ccccc2O)cc1,11.9,-0.1,1.4,-27.9
CCOC(=O)N1CCOCCOCCOCC1,8.2,0.3,-0.3,3.4
Fc1cccc(Cl)c1CSc1nnc(-c2ccc(Cl)cc2Cl)o1,15.1,0.3,0.4,-41.7
O=C(CC1C(=O)NCCN1Cc1ccc2ccccc2c1)NCCc1ccccn1 (stereo not given),9.4,-0.1,-0.5,2.2

# Grouped by structure: those above containing a cyano group.
SMILES,MITF inh,FBW7 act,GPR151 activ,TEAD-YAP inh
CCOC(=O)C1=C(c2ccccc2)OC(N)=C(C#N)C1c1ccsc1 (stereo not given),-11.7,-0.2,0.2,8.0
CCc1[nH]nc2c1C(c1ccccc1[N+](=O)[O-])C(C#N)=C(N)O2 (stereo not given),9.3,-0.4,-0.4,-2.6
N#Cc1c(N)nc(SCC(=O)Nc2ccccc2)c(C#N)c1-c1ccccc1,0.5,0.3,0.3,-1.3
COc1ccccc1NC(=O)CSc1nc(-c2ccccc2)cc(C(F)(F)F)c1C#N,7.1,-0.1,-1.2,-1.4
N#CCCN(CCC#N)Cn1nnc2ccccc21,-1.2,-0.1,1.0,0.3

# Going on with the list:
SMILES,MITF inh,FBW7 act,GPR151 activ,TEAD-YAP inh
Cc1ccc(C)c(C(=O)COC(=O)c2ccccc2Sc2ccc([N+](=O)[O-])cc2)c1,7.6,-0.2,0.1,9.0
CCCN(CCC)CCCNC(=O)c1nn(-c2ccc(OCC)cc2)c(=O)c2ccccc12,3.3,-0.1,8.8*,-3.5
Cc1[nH]c2ccccc2c1SCCNC(=O)Cc1cccs1,1.3,-0.2,-1.0,-11.2
COc1ccc(C(=O)NCCNC(=O)c2ccco2)cc1,-11.4,-0.2,-0.6,4.9
Cc1cccc(-n2nc3c(c2NC(=O)CC(C)C)CS(=O)C3)c1C (stereo not given),-4.7,0.0,0.6,4.5
CC(C)CNC(=O)CSc1nnc(NCc2ccccc2)s1,18.4,0.4,-0.7,2.0
CCOC(=O)c1c(C)n(C)c2c1cc(OC(=O)c1ccc(F)cc1)c1ccccc12,11.8,0.3,-1.4,3.8
Cc1ccc(CS(=O)(=O)CCC(=O)O)cc1,-1.1,-0.1,0.7,-0.6
COc1ccc(CCNC(=O)/C=C/c2ccc(Cl)cc2Cl)cc1OC,31.6,-0.1,-1.0,-12.3
O=C(NC1CCCCC1)c1cnc2sc3ccccc3n2c1=O,13.6,0.5,-0.8,-1.0
COc1ccc(C(=O)Nc2nc(-c3ccc4c(c3)OCCO4)cs2)cc1,5.0,-0.1,1.3,-4.5
CCN(CC)C(=O)C1=C(C)NC(=S)NC1c1ccc(OC)c2ccccc12 (stereo not given),2.8,0.0,-0.6,5.3
O=C(CSc1nnc(-c2ccc(Cl)cc2Cl)o1)N1CCCc2ccccc21,14.1,0.5,-1.1,10.8
CCOc1ccc(N2C(=O)CC(NCc3ccncc3)C2=O)cc1 (stereo not given),10.1,0.0,4.6,2.2
O=C1CC(NC2CCCCC2)C(=O)N1c1ccc(OC(F)(F)F)cc1 (stereo not given),-1.4,0.0,0.4,12.4
COc1ccc(CCNS(=O)(=O)c2ccc3[nH]c(=O)ccc3c2)cc1OC,-2.8,-0.2,-0.7,-10.7
COc1cc(-c2cn[nH]c2)ccc1C(=O)NC1Cc2ccccc2C1,8.1,0.0,-1.2,-18.6
CCOC(=O)C1CCN(CC(O)COc2ccc(C(C)(C)C)cc2)CC1 (stereo not given),-6.4,-0.2,2.2,-1.8
COc1ccccc1CCNC(=O)C1CC12CCN(Cc1cccc(OC)c1O)CC2 (stereo not given),5.3,0.0,3.5,6.2
CCc1cccc(CC)c1NC(=O)CSc1nnc(-c2cccnc2)n1C,-1.8,0.1,0.2,-6.5
CCOc1cc(-c2cc(O)c3c(C)oc(C)c3c(=O)c2)ccc1O,-4.8,-0.3,2.6,6.1
